KCNH2 3.1 inh: qHTS for Inhibitors of KCHN2 3.1: Mutant qHTS | Potassium voltage-gated channel subfamily H member 2, brain isoform KCNH2 3.1 (human) | U2OS KCNH2 3.1, thallium flux FluxOr; active compounds read low | activity change, % (tested at about 1.8 µM) | actives 0.95% (n = 340,000);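 active = maximum activity change below -70%; inconclusive = maximum activity change from -70% to -50%; inactive = maximum activity change above -50%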;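 also: thallium influx rate constant from kinetic fluorescence after stimulation buffer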
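Measured as rate of thallium-driven FluxOr signal in transduced U2OS cells carrying the 3.1 channel, read kinetically for 2 min upon stimulation; values are rate constants scaled to DMSO control wells.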
KCNH2 WT inh: qHTS for Inhibitors of KCHN2 3.1: Wildtype qHTS; Voltage-gated inwardly rectifying potassium channel KCNH2 (Homo sapiens), Q12809; U2OS, BacMam KCNH2, thallium flux FluxOr; active compounds read low; activity change, % at 1.84 µM; actives 0.37% (n = 340,000);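 active = maximum activity change below -70%; inconclusive = maximum activity change between -70% and -50%; inactive = maximum activity change above -50%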
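U2OS cells transduced with wild-type KCNH2 virus are loaded with FluxOr dye for 45 min, and thallium flux is measured in kinetic reads before and after stimulation buffer. Rate constants are normalized to DMSO controls.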
B2AR arrestin: qHTS assay of beta-arrestin-biased ligands of beta2-adrenergic receptor | actives 0.02% (n = 330,000) | AID 492947, 2010 | Beta-2 adrenergic receptor (Homo sapiens), P07550 | beta-arrestin recruitment to beta2AR, cell-based reporter | Potency, µM (top dose mostly 46.1 µM), for the others: at the highest dose activation, most hits filed as activators;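 also: potency is read from the fitted curve at half-maximal effect; 0% = DMSO controls and full agonism = EC100 isoproterenol or metaproterenol; nearly all actives have a fitted effect of over 65% in size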
PKM2 activator: qHTS Assay for Activators of Human Muscle isoform 2 Pyruvate Kinase; purified PKM2, Kinase-Glo ATP luminescence, activation; response scale: 0% is enzyme alone, no compound; actives 0.34% (n = 260,000); Potency, µM (top dose mostly 57.5 µM), for the others: top-dose activation, usual class: activators; Pyruvate kinase PKM (Homo sapiens), P14618; also: potency is read from the fitted curve at half-maximal effect; nearly all actives have a fitted effect of over 55% in size
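hPK-M2, >95% pure; 0.1 mM ADP / 0.5 mM PEP final; imidazole pH7.2 buffer w/ 7 mM MgCl2, 50 mM KCl; 1 h RT; Kinase-Glo lum. Intermediate enzyme activity for dual inhibitor/activator qHTS.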
Giardia killer: Small Molecules that selectively kill Giardia lamblia: qHTS | Giardia lamblia trophozoite viability | activity change, % at 7.66 µM, hits read low | actives 0.15% (n = 340,000); in the data active = activity change below about -80%; inconclusive = between about -30% and that limit;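 also: parasites exposed to compound for two days anaerobically before the ATP read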
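Trophozoite viability was measured as ATP-dependent luminescence, read 15-30 min after reagent addition. Before that, parasites at 100 cells/well were exposed to compounds for 48 h, anaerobically, at 37 deg C.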
USP2a inh: qHTS Assay for Inhibitors of Ubiquitin-specific Protease USP2a Using CHOP2 as the Reporter; Potency, µM (highest dose often 38.3 µM), for inactives: at the top dose activity change, negative = inhibition, usual class: inhibitors; USP2 core, Ub-CHOP2 coupled fluorogenic reporter, 485/531; actives 0.01% (n = 330,000);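 also: potency is read from the fitted curve at half-maximal effect; plate controls were DMSO wells for no effect and full inhibition by NEM control for full effect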
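USP2 core (10nM final) preincubated 30min RT with compound in 20mM Tris-HCl pH 8.0, 2mM CaCl2, 2mM beta-mercaptoethanol, 0.05% CHAPS; 25nM Ub-CHOP2 plus 25nM reporter substrate added, fluorescence (Ex485/Em531) read after 60min.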
Chronic BCR inh: qHTS Assay to Find Inhibitors of Chronic Active B-Cell Receptor Signaling. ABC-DLBCL IkBa-CBG/CBR reporter, luminescence ratio, 4 h. Potency, µM (series often up to 46.1 µM), inactives show at the top dose ratio change, negative = lower green/red ratio, hits mostly inhibitors. actives 0.05% (n = 340,000); active = well fitted inhibition curve with a large enough effect in the signal ratio, with a control signal flat, not every such curve was filed as active; inconclusive = small, poorly fitted or top-dose-only effect, or effect the other way, or a change in a side signal; the % refers to the signal ratio;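 also: potency is read from the fitted curve at half-maximal effect; plate controls were basal doxycycline-induced cells for no effect and cells given 10 µM MG132 for full effect; MG132 reads +100%, hits lower the ratio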
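TMD8 ABC-DLBCL cells carrying doxycycline-inducible green luciferase fused to IkappaBalpha plus unfused red luciferase were exposed to compounds (up to 46 uM) for 4 hrs at 37C. Activity came from the overlap-corrected green/red luminescence ratio.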
FBPA coupling cs: qHTS Assay for Inhibitors of Fructose-1,6-bisphosphate Aldolase from Giardia Lamblia: Coupling assay counterscreen; coupling enzyme system counterscreen, AmpLite Red fluorescence; activity change, negative = inhibition, % at 58.2 µM, hits read low; actives 0.67% (n = 290,000); AID 2472, 2010; in the data active = activity change below about -30%
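Fluorescence at 525 nm excitation and 598 nm emission measured inhibition of the coupled detection system without aldolase. Compounds (at 57.5 uM final) were preincubated 10 min at room temperature with coupling enzyme reagent before a 20 min substrate/AmpLite Red step.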
Eya2 inh: qHTS Assay for Inhibitors of the Phosphatase Activity of Eya2 | recombinant Eya2, OMFP fluorescence dephosphorylation (OMFP is methylfluorescein phosphate) | Potency, µM (titrated, usually from 76.9 µM), for inactives: top-dose activity, negative = inhibition, hits mostly inhibitors | actives 0.006% (n = 330,000); also: potency is read from the fitted curve at half-maximal effect
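Eya2 (0.2 uM) preincubated 10 min at ambient with compound, then OMFP substrate added at 50 uM; 10 min reaction in 50 mM HEPES pH 7.5, 50 mM NaCl, 5 uM MgCl2, 0.05% BSA, 1 mM DTT. Fluorescence read at Ex 485/Em 525 nm.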
uPA surface inh: qHTS for Inhibitors of Cell Surface uPA Generation; Potency, µM (top dose mostly 38.3 µM), without a hit: top-dose activity change, negative = inhibition, hits mostly inhibitors; AID 540303, 2011; actives 0.31% (n = 330,000); cell surface uPA generation assay, qHTS; active = well fitted inhibition curve with a large enough effect; inconclusive = small, poorly fitted or top-dose-only effect; inactive = no such curve, though single readings can be large or run the other way; tested in mouse RAW 264.7 cells; also: potency is read from the fitted curve at half-maximal effect; nearly all actives have a fitted effect of over 55% in size
GALK inh: qHTS Assay for Inhibitors of Human Galactokinase (GALK). Purified GALK, Kinase-Glo residual ATP luminescence. Potency, µM (series often up to 57.5 µM), without a hit: at the top dose activity change, negative = inhibition, usual class: inhibitors. P51570. actives 0.007% (n = 270,000); also: potency is read from the fitted curve at half-maximal effect
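Luminescence from leftover ATP (Ultra-Glo luciferase/luciferin) served as read-out after a 1 h room-temperature reaction of 5 nM GALK with 35 uM ATP and 100 uM galactose.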
Starred values were filed as active, the others as inactive; ? = inconclusive; / = no result given. Unless noted, calls follow the shape of the dose curve; as a rule, active = well fitted curve in the direction sought with a large enough effect; inconclusive = small, poorly fitted or top-dose-only effect, or another doubt; inactive = no such curve, though single readings can be large; an effect the other way counts as inactive or inconclusive. Unless noted, % is scaled to controls: 0 for no effect and ±100 for the full control effect.

cpd	Compound	KCNH2 3.1 inh	KCNH2 WT inh	B2AR arrestin	PKM2 activator	Giardia killer	USP2a inh	Chronic BCR inh	FBPA coupling cs	Eya2 inh	uPA surface inh	GALK inh
1	COc1ccc2c(C)c(C(=O)NCC(C)O)oc2c1OC (configuration not stated)	30.9	-18.8	0.0%	-0.4%	-2.8	1.1%	-9.1%	-2.8	-3.9%	-9.4%	-2.2%
2	O=C(OCCN1CCN(c2ncc(C(F)(F)F)cc2Cl)CC1)c1ccc(F)cc1	-10.2	-13.7	-0.1%	3.4%	1.9	-0.4%	-5.9%	0.9	-15.0%	1.3%	-2.6%
3	CC1CCN(C(=S)NC(=O)c2ccc(F)cc2)CC1	-5.6	7.7	0.0%	/	-15.2	-2.3%	-0.2%	/	0.1%	-3.2%	/
4	COc1cccc(C(=O)OC2CCCN(C)C2)c1 (configuration not stated)	/	-12.1	0.0%	-5.9%	-2.4	1.1%	?	2.0	8.3%	1.2%	-3.9%
5	O=C(NCCc1ccccc1)c1nc2ncccn2n1	-0.5	-8.0	0.2%	-1.8%	-3.2	1.7%	?	0.0	-1.6%	/	3.7%
6	O=C(O)CCCCCN1C(=O)/C(=C\c2ccc(-c3ccc(Cl)cc3)o2)SC1=S	-3.4	-9.7	0.2%	31.6µM*	-12.8	0.0%	?	-15.5	-15.8%	0.4%	/
7	OC(COCC1COc2ccccc2O1)CN1CCc2ccccc2C1 (configuration not stated)	-14.1	17.1	0.0%	3.1%	4.2	0.5%	11.4%	0.1	11.5%	6.3%	3.9%
8	O=C(OCCN1C(=O)c2ccccc2C1=O)C1CC(O)CN1S(=O)(=O)c1ccc(Cl)cc1 (configuration not stated)	-4.7	6.2	0.0%	/	14.4	1.1%	0.2%	/	4.1%	0.5%	/
9	C[C@H]1CN([C@@H](C)CO)C(=O)c2cccc(NC(=O)Nc3ccc(C(F)(F)F)cc3)c2O[C@@H]1CN(C)Cc1ccc(Cl)c(Cl)c1	-9.5	-2.6	0.1%	/	9.8	-10.8%	0.4%	/	-17.1%	?	/
10	COc1ccccc1Nc1nc(N)nc(CSC(=S)N2CCOCC2)n1	2.7	-0.3	-0.4%	-0.7%	-2.8	-1.1%	-17.3%	4.0	14.2%	3.8%	2.7%
11	NS(=O)(=O)c1ccc(CCNS(=O)(=O)c2ccc(Cl)nc2)cc1	-13.0	2.2	-0.2%	15.3%	17.8	2.1%	?	5.2	-3.9%	3.6%	0.8%
12	COc1cc(CO)ccc1Oc1nc2ccccc2n2cnnc12	-20.4	-1.5	-0.6%	-0.6%	2.5	8.8%	-0.7%	-1.2	21.8%	12.5%	1.5%
13	CCOC(=O)Nc1ccc2c(c1)ncn2C1CCCCC1	1.4	1.2	2.7%	-4.6%	17.4	3.0%	5.0%	1.2	12.1%	-4.5%	1.0%
14	CN1CCN(c2nc(-c3ccccc3)cc(C(F)(F)F)n2)CC1	-2.0	2.3	-0.5%	0.3%	10.9	-0.1%	-1.8%	0.6	7.5%	2.3%	5.2%
15	CCOc1ccc(-c2nnc(NC(=O)C3CCCC3)o2)cc1	-25.0	7.8	0.1%	5.8%	-9.4	2.0%	1.7%	-0.7	-15.4%	-0.2%	-1.3%
16	COC(=O)c1cccc(NC(=O)CN2CCOCC2)c1	3.6	1.9	0.2%	-3.2%	9.9	-0.8%	-2.6%	-0.8	-18.7%	-6.8%	4.8%
17	CN(Cc1ccccc1)S(=O)(=O)CCNC(=O)c1ccc2c(c1)OCO2	-1.2	-2.9	-0.1%	/	-21.2	0.2%	-0.6%	/	13.8%	16.3%	/
18	Cc1ccc(NC(=O)C2CCCN(S(=O)(=O)c3c(C)noc3/C=C/N(C)C)C2)cc1F (configuration not stated)	23.3	-9.2	-0.8%	-1.4%	-15.1	-3.0%	6.4%	-0.9	19.1%	/	-5.6%
19	Cc1ccc(S(=O)(=O)NCc2nnc(SCC(=O)Nc3cccc(C)c3C)n2C)cc1	-15.1	-0.8	0.1%	10.2%	9.2	2.9%	-1.4%	-0.2	8.4%	/	3.5%
20	Cn1c(/C(C#N)=C(\O)c2ccc(Br)s2)nc2ccccc21	10.6	2.3	-0.2%	/	-9.6	2.9%	9.2%	-4.6	4.9%	1.3%	-2.6%
21	Cc1ccc(S(=O)(=O)N(CC(=O)NCc2ccccc2Cl)C(=O)N2CCN(C)CC2)cc1	-13.1	-5.8	-0.4%	/	3.7	0.2%	-1.8%	/	-11.5%	?	/
22	O=C(/C=C/c1ccc(O)c(O)c1)c1ccc(S(=O)(=O)N2CCCCCC2)cc1	4.4	-2.3	-0.5%	8.3%	6.2	?	-10.3%	0.2	-12.7%	-4.5%	-1.3%
23	COc1ccccc1C1CC(c2ccc(C)cc2)Nc2ncnn21 (configuration not stated)	8.2	15.9	-0.7%	-7.1%	11.8	1.4%	4.3%	-4.4	-5.6%	0.8%	3.7%
24	COC(=O)/C(C#N)=C1/C=Cc2ccccc2N1	/	-11.7	0.0%	4.5%	-8.0	-0.7%	?	-1.2	-1.6%	-8.5%	-0.7%
25	O=C(NNc1c(Cl)cccc1Cl)c1sccc1Cl	-0.9	-5.0	0.0%	15.8µM*	-22.5	-0.2%	-25.3%	4.4	-1.7%	2.4%	-8.6%
26	O=C(NC(=O)c1ccc(Cl)c(Cl)c1)OC1CCS(=O)(=O)C1 (configuration not stated)	-3.0	2.7	-0.5%	-1.9%	10.7	3.4%	7.3%	1.1	3.1%	/	-2.0%
27	Cc1ccc(-c2nn[nH]n2)cc1Cl	7.5	-8.3	-0.3%	-8.4%	4.5	9.0%	5.6%	11.2	7.8%	7.4%	-3.5%
28	CCCc1nc(SCC(=O)N2CCOCC2)c2c(C)c(C)sc2n1	-8.0	-3.9	0.0%	1.0%	-17.0	-2.0%	3.4%	-0.7	-21.0%	-1.5%	3.0%
29	COCCSc1nnc(NC(=O)C2CC(=O)N(c3ccc(OC)cc3)C2)s1 (configuration not stated)	0.9	-9.6	-0.4%	0.6%	0.0	-1.6%	-0.2%	3.0	1.3%	-1.9%	4.3%
30	CC1CCc2c(sc3ncnc(NS(=O)(=O)c4cccs4)c23)C1 (configuration not stated)	3.7	3.1	-0.2%	0.2%	-15.8	3.5%	10.3%	11.3	8.4%	-3.5%	-1.2%
31	Cc1cc(/C=C(\C#N)C(=O)Nc2ccccc2F)c(C)[nH]1	11.4	-17.4	-0.2%	-10.3%	1.1	0.7%	?	-0.1	-1.4%	9.4%	7.0%
32	S=C(Nc1ccccn1)Nc1ccccc1Cl	-1.7	-9.2	10.9%	12.7%	16.2	-1.3%	?	1.4	-2.4%	/	1.5%
33	COc1ccccc1-n1c(-c2cn(C)nc2C)n[nH]c1=S	-2.6	-1.9	-0.5%	-16.1%	10.5	0.3%	-7.7%	5.4	-3.5%	0.2%	1.9%
34	NC(=O)c1nn(-c2ccc(Cl)cc2Cl)c(=O)cc1O	-12.5	-0.5	0.1%	10.7%	-0.7	-1.2%	0.1%	2.4	1.9%	4.1%	4.3%
35	CC(=O)c1ccc(Nc2c3c(nc4ccccc24)CCCC3)cc1	-9.8	-76.7*	0.0%	-3.3%	16.0	-4.0%	?	5.7	-7.2%	?	4.8%
36	CN(CC(=O)Nc1ccc(N2CCOCC2)cc1)C(=O)CCNC(=O)c1ccc(Br)cc1	22.6	3.2	0.2%	/	0.5	0.6%	-9.6%	/	-0.8%	3.3%	/

Screening results: PubChem BioAssay, National Center for Advancing Translational Sciences (NCATS)
